Screening results: PubChem BioAssay, several laboratories
NFkB transloc inh – blocks IL-1B driven NFkB nuclear translocation in HUVEC cells. AID 796. inhibition, % at 2 µM. HUVEC IL-1B NFkB p65 nuclear translocation imaging. hit rate 0.43% among 94,000;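 active = inhibition above about 30% together with a positive call from visual inspection of the well image, limit read from the data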;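 also: nuclear over cytoplasmic p65 intensity ratio measured by imaging; 0% = IL-1B stimulated DMSO wells and 100% = unstimulated DMSO wells; values of inactives mirror those of a sister screen read the other way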
MRP reversal – compounds reversing MRP-mediated drug resistance. H69AR cells + 2 uM doxorubicin, CellTiter-Glo, 72 h. differential viability (reversal), % at 10 µM. hit rate 0.04% among 85,000;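 active = viability drop by adding the cancer drug above about 55%, with treated viability meeting a 40% cutoff, limit read from the data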;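 also: viability without doxorubicin minus viability with 2 µM doxorubicin for each compound; larger differential means the compound sensitizes cells more to doxorubicin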
Bcl-B TR3 displacers – displacers of TR3 peptide from Bcl-B, primary screen, selectivity assay for Bfl-1 inhibitor project, biochemical, fluorescence polarization; FP displacement of FITC-TR3 peptide from Bcl-B; higher % means a stronger effect; displacement, % at 20 µM; hits with a dose series show IC50 in µM; hit rate 0.11% among 96,000;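 active = displacement above 50% at 20 µM plus a fluorescence interference ratio under 1.5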;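 also: plate controls were wells without compound for no effect and wells lacking Bcl-B protein for full effect; a part of the inactive calls stands beside numbers as strong as those of hits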
IL1B NFkB pot – enhances IL-1B driven NFkB nuclear translocation | hit rate 0.3% among 94,000 | activation, % at 2 µM | AID 819 | HUVEC IL-1B NFkB p65 nuclear translocation imaging;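 active = activation above 40%, about the mean plus 3 SD, also judged a hit on visual image review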;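 also: percent activation is computed from the nuclear over cytoplasmic p65 intensity ratio; values of inactives mirror those of a sister screen read the other way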
PLAP inhibition – inhibition of human placental alkaline phosphatase – biochemical, luminescence, HTS (AID 690); purified PLAP, luminescent substrate; higher % means a stronger effect; inhibition, % at 20 µM; hits with a dose series show IC50 in µM; hit rate 0.08% among 96,000; in the data active = a potency from the dose series; inactive = the rest, 99 in 100 with inhibition below about 30%; also: strong numbers were not always called active
MRP reversal cytotoxicity – recorded beside MRP reversal, whose call it bears; viability, %; H69AR cells, CellTiter-Glo, 72 h; measured here: cytotoxicity without doxorubicin
MRP reversal with doxorubicin – also measured in MRP reversal; calls as there; viability, %; measured here: viability with 2 uM doxorubicin; hits give low values
NFkB transloc inh cell count 2 µM – further read-out of NFkB transloc inh, marked with its call; cell count; measured here: cells passing quality filter;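 raw number of nuclei counted in each imaged well without normalization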
IL1B NFkB pot cell count 2 µM – further read-out of IL1B NFkB pot, marked with its call; cell count; measured here: cells passing quality filter
* = called active by the depositor; x = not tested or not shown.

SMILES	NFkB transloc inh	NFkB transloc inh cell count 2 µM	MRP reversal	MRP reversal cytotoxicity	MRP reversal with doxorubicin	Bcl-B TR3 displacers	IL1B NFkB pot	IL1B NFkB pot cell count 2 µM	PLAP inhibition
Cc1ccc(NC2=CC(=O)C(=O)c3ccccc32)cc1	-4	179	-1	3	4	x	4	179	x
O=C(CSCc1c(Cl)cccc1Cl)NCc1cccnc1	-5	94	x	x	x	4%	5	94	9%
CCOC(=O)C1C(=O)N(C(=O)c2cncc(Br)c2)CC1c1ccccc1 (configuration not stated)	x	x	3	102	98	6%	x	x	-6%
Nc1nnc(CSCc2ccccc2)s1	6	135	x	x	x	10%	-6	135	13%
Cc1nc(NCCN2CCOCC2)c2oc3ccccc3c2n1	1	125	5	82	77	-2%	-1	125	0%
Cc1ccc(-n2nc3cc(Cl)c(NC(=O)c4ccco4)cc3n2)cc1	-3	66	5	100	95	-25%	3	66	0%
CCOc1ccc(OCc2cccc(C(=O)O)c2)cc1	x	x	x	x	x	7%	x	x	-11%
CN(C)Cc1c(O)ccc2occ(C(O)c3ccccc3)c12 (configuration not stated)	-8	125	-1	94	95	-3%	8	125	-36%
Cc1cc(C)n(CC(O)Cn2c3ccc(Cl)cc3c3cc(Cl)ccc32)c(=O)n1 (configuration not stated)	-6	185	16	59	44	-15%	7	185	-56%
Cc1nc2ncnn2c(C)c1CCC(=O)N1CCOCC1	1	119	-4	89	93	3%	-1	119	0%
C=CCC(NCCCO)c1cccc(OC)c1OC (configuration not stated)	-5	172	-10	75	85	-3%	5	172	-8%
O=C(Nc1ccc2nn(-c3ccccc3)nc2c1)c1ccco1	-2	139	17	89	72	x	2	139	x
COC(=O)C1=C(C)Nc2ncnn2C1c1ccc(OC(=O)c2ccccc2)cc1 (configuration not stated)	2	119	-4	79	83	0%	-2	119	12%
COCc1cc(Sc2ccc(Cl)cc2)nc(-c2ccccc2)n1	-13	165	x	x	x	8%	13	165	-10%
CCC(=O)Nc1nc2c(s1)COc1ccccc1-2	7	169	-4	84	88	4%	-7	169	2%
CN1/C(=C\P(=O)(N(C)C)N(C)C)C(C)(C)c2ccccc21	-1	100	17	105	87	-40%	1	100	-8%
O=C(NCc1ccccc1)c1cnc(-c2ccccn2)nc1C(F)(F)F	-4	172	18	100	82	5%	4	172	-30%
O=C(O)c1ccccc1SCc1ccc2c(c1)OCO2	5	127	-4	88	92	-5%	-5	127	2%
Cc1cc(C)c(C)c(S(=O)(=O)N2CCN(C(=O)c3cc(=O)[nH]c4ccccc34)CC2)c1C	-10	153	0	12	12	-16%	10	153	-30%
CC(C)n1c(N2CCN(C(=O)Nc3ccc(F)cc3F)CC2)nc2ccccc21	-5	161	-2	94	96	-11%	5	161	2%
CCOC(=O)c1cnc2ccc(C(=O)OC)cc2c1NCCN1CCOCC1	-22	121	-4	66	69	2%	22	121	-44%
O=C(Nc1cccc2ncccc12)c1ccc(-c2ccc(Cl)cc2Cl)o1	0	128	x	x	x	-2%	4	108	4%
CC(C)(C)NC(=O)c1ccnc(C(C)(C)C)c1	-3	164	-7	97	104	6%	16	110	-4%
CCCCCOc1ccc(C(=O)NCC2(c3ccccc3)CCOCC2)cc1	-20	159	x	x	x	-2%	6	121	-24%
CC12CN(Cc3ccccc3)CC(C)(CN(Cc3ccccc3)C1)C2=NO	-19	119	-7	78	85	4%	19	119	35%
CC(C)(C)n1nnnc1CN1CCN(C(c2ccccc2)c2ccccc2)CC1	6	111	5	97	92	x	-6	111	x
CCC(=O)Nc1nc(C)c(-c2csc(Nc3ccc(S(=O)(=O)Nc4cc(C)on4)cc3)n2)s1	-12	167	x	x	x	2%	12	167	-53%
COC(=O)c1ccc(N(CC(=O)NC2CCCC2)C(=O)CNC(=O)c2ccco2)cc1	2	177	16	95	79	-3%	-2	177	-19%
N=c1c2c(n(Cc3ccc(Cl)cc3)c3c1CCC3)CCC2	8	163	5	97	92	-4%	-8	163	25%
Cc1sc2ncnc(N(C)Cc3cccs3)c2c1C	14	50	2	84	82	-3%	-14	50	23%
O=c1c2ccccc2nc(-c2ccco2)n1CCCn1ccnc1	-2	190	0	83	84	3%	2	190	-14%
CCOc1cccc(Nc2cc3n(c(=O)n2)CCc2cc(OC)c(OC)cc2-3)c1	-13	161	x	x	x	-6%	13	161	-8%
COc1ccc(S(=O)(=O)N(CC(=O)NCCCN(C)C)c2ccc(C)cc2)cc1OC	-2	84	-15	84	99	-1%	2	84	-39%
Cc1cc(NC(=O)CSc2cn(C)c3ccccc23)no1	-5	73	-2	94	96	0%	5	73	33%
COc1ccc(-c2cc3nc(C4CCN(C(=O)OC(C)(C)C)CC4)c(C(=O)O)cn3n2)cc1	17	105	x	x	x	-3%	-17	105	-30%
c1ccc(CNc2ncnc3c2cnn3-c2ccccc2)cc1	-9	182	-10	26	35	-3%	9	182	19%
Nc1nc(CSc2nc3ccccc3s2)nc(N2CCCCC2)n1	4	96	x	x	x	-2%	-4	96	-20%
C=C(C)COc1ccc2c(C)c(C)c(=O)oc2c1OCC(=C)C	-12	129	-5	81	87	-13%	12	129	20%
O=C(Nc1ccc2c(c1)nc1n2CCCCC1)c1cc(S(=O)(=O)N2CCOCC2)ccc1Cl	-11	101	-3	97	100	4%	11	101	-59%
CC1(C(=O)NC2CCCC2)CCC(=O)N1Cc1ccc2c(c1)OCO2 (configuration not stated)	-6	121	-13	94	107	-10%	6	121	1%
O=C(Cn1c(=O)oc2ccccc21)N1CCN(c2ccc(N3CCOCC3)nn2)CC1	2	164	8	92	84	7%	-2	164	-5%
Brc1ccccc1OCCOCCOc1cccc2cccnc12	-11	157	x	x	x	-6%	11	157	x
Cc1ccn(C(CC(=O)c2ccc(Br)cc2)C(=O)O)n1 (configuration not stated)	-19	57	-12	81	93	4%	19	57	-2%
Cc1cccc(OCCC(=O)OCC(=O)N2CCc3ccccc32)c1	-8	124	2	88	86	-2%	8	124	-9%
COc1ccc(Cl)cc1C(=O)Nc1ccccc1N1CCN(C(=O)C(C)C)CC1	-22	128	32	70	38	-7%	22	128	-39%
CC(C)(C)c1ccc(C(=O)Nc2ccc(NC(=O)c3ccco3)cc2)cc1	-6	151	-5	33	38	-6%	6	151	-3%
c1ccc(-c2n[nH]c(-c3ccccn3)n2)cc1	-12	196	2	93	91	1%	12	196	-117%
COCCNC(=O)c1onc(CSc2ccc(C)c(C)c2)c1C(=O)O	-1	137	x	x	x	-3%	1	137	-3%
N#CCSc1nnc2ccc3ccccc3n12	11	98	14	99	85	2%	-11	98	16%
COC(=O)c1ccc(C2NC(=S)N(c3ccccc3)C(C)=C2C(=O)Nc2ccccc2OC)cc1 (configuration not stated)	-8	131	x	x	x	-3%	8	131	-66%
O=C(N/N=C/c1cc([N+](=O)[O-])ccc1N1CCNCC1)c1ccc([N+](=O)[O-])cc1	11	169	x	x	x	13%	-11	169	-27%
Cc1c(Cl)cccc1NC(=O)CC1SCCNC1=O (configuration not stated)	x	x	-5	91	96	-5%	x	x	13%
O=C(Nc1ccc(N2CCOCC2)cc1)c1cccc(S(=O)(=O)N2CCCCC2)c1	9	173	x	x	x	-37%	-9	173	-3%
CCCC(=O)Nc1cccc(NC(=O)c2ccc(C)c([N+](=O)[O-])c2)c1	0	112	x	x	x	-7%	0	112	3%
CNC(=O)c1ccc(-n2nc(C)cc2-c2ccccc2)cc1	-15	159	x	x	x	-1%	15	159	-4%
COc1ccccc1-c1cc(C(=O)Nc2cccnc2)no1	3	200	x	x	x	-4%	-3	200	22%
CCOC(=O)Cn1c2ccc(OC)cc2c2nc3ccccc3nc21	-12	207	-8	24	31	16%	12	207	21%
COC(=O)CCCCC(=O)C1C(=O)CC(C)(C)C(C(=O)OC)C1=O (configuration not stated)	-7	143	8	100	92	-9%	7	143	20%
CCCCC1(C)OC(=O)C(=Cc2ccc(N(C)C)cc2)C(=O)O1 (configuration not stated)	-5	106	x	x	x	-21%	5	106	-17%
CCCn1nc(-c2nnc(-c3ccc(C)c(C)c3)o2)c2ccccc2c1=O	10	97	-19	98	117	-1%	-10	97	37%

(cont.)
SMILES	NFkB transloc inh	NFkB transloc inh cell count 2 µM	MRP reversal	MRP reversal cytotoxicity	MRP reversal with doxorubicin	Bcl-B TR3 displacers	IL1B NFkB pot	IL1B NFkB pot cell count 2 µM	PLAP inhibition
N/C(COc1ccc(Cl)cc1)=N\NS(=O)(=O)c1ccccc1	4	130	x	x	x	2%	-4	130	5%
CCN(CC)CCNC1=NCCn2c1cc1cc(OC)ccc12	-9	147	5	52	47	4%	9	147	14%
O=C(NCC1COc2ccccc2O1)c1c[nH]c2ccc(S(=O)(=O)N3CCOCC3)cc2c1=O (configuration not stated)	-17	117	-24	84	108	-7%	17	117	-10%
COc1ccc2c(c1)CCC(C)N2S(=O)(=O)c1ccc(C2CNC(=O)C2)cc1 (configuration not stated)	-2	122	x	x	x	x	2	122	x
CN(C)CCNC(=O)c1c(O)c2c([nH]c1=O)CCCC2	-8	118	1	89	89	0%	8	118	-27%
CCOc1ccc(NC(=O)CCNS(=O)(=O)c2cccs2)cc1	-4	171	-15	87	102	16%	4	171	1%
Cc1ccc(-c2ccc(/C=N/N3C(=O)C4C5C=CC(C6CC56)C4C3=O)o2)c([N+](=O)[O-])c1 (configuration not stated)	-16	143	-4	74	78	-13%	16	143	-2%
Nc1nc(NCc2ccccc2)nc(Nc2ccc(F)cc2)c1[N+](=O)[O-]	3	162	x	x	x	4%	-3	162	5%
CCOC(=O)CSc1cc(C(F)(F)F)nc(-c2ccccn2)n1	1	131	x	x	x	0%	-1	131	15%
O=C(O)CCCC(=O)N1CCN(c2cccc(Cl)c2)CC1	-3	172	7	97	90	-4%	3	172	-5%
CC(=O)c1cc2c(cc1NC(=O)c1cc3nc(C(C)C)cc(C(F)(F)F)n3n1)OCO2	-22	206	-9	60	69	2%	22	206	-62%
O=C(/C=C/c1ccc(OC2CSC2)cc1)c1ccccc1	-16	154	x	x	x	-5%	16	154	36%
Cc1cc(C)c2nc3s/c(=C/c4ccc5c(c4)n(C)c(=O)n5C)c(=O)n3c2c1	x	x	x	x	x	-13%	x	x	-22%
CCSc1nnc(NC(=O)c2ccc(C)cc2)s1	x	x	14	103	89	-4%	x	x	-17%
C/C(=N\NC(=O)C1CCCN(S(=O)(=O)c2ccccc2)C1)c1cccnc1 (configuration not stated)	-8	120	x	x	x	-4%	7	120	5%

Full records, looked up by structure. Order of screens: NFkB transloc inh | NFkB transloc inh cell count 2 µM | MRP reversal | MRP reversal cytotoxicity | MRP reversal with doxorubicin | Bcl-B TR3 displacers | IL1B NFkB pot | IL1B NFkB pot cell count 2 µM | PLAP inhibition
CCSc1nnc(NC(=O)c2ccc(C)cc2)s1 across the screens: x | x | 14 | 103 | 89 | -4% | x | x | -17%
O=C(/C=C/c1ccc(OC2CSC2)cc1)c1ccccc1 across the screens: -16 | 154 | x | x | x | -5% | 16 | 154 | 36%
C/C(=N\NC(=O)C1CCCN(S(=O)(=O)c2ccccc2)C1)c1cccnc1 (configuration not stated) across the screens: -8 | 120 | x | x | x | -4% | 7 | 120 | 5%
Cc1ccc(-c2ccc(/C=N/N3C(=O)C4C5C=CC(C6CC56)C4C3=O)o2)c([N+](=O)[O-])c1 (configuration not stated) across the screens: -16 | 143 | -4 | 74 | 78 | -13% | 16 | 143 | -2%
CN(C)CCNC(=O)c1c(O)c2c([nH]c1=O)CCCC2 across the screens: -8 | 118 | 1 | 89 | 89 | 0% | 8 | 118 | -27%

Additional entries follow:
SMILES	NFkB transloc inh	NFkB transloc inh cell count 2 µM	MRP reversal	MRP reversal cytotoxicity	MRP reversal with doxorubicin	Bcl-B TR3 displacers	IL1B NFkB pot	IL1B NFkB pot cell count 2 µM	PLAP inhibition
O=C(Nc1ccccc1N1CCCCC1)c1ccccc1F	4	117	4	87	83	-2%	-4	117	32%
Cc1ccc(OCc2ccoc2C(=O)O)cc1C	1	147	-4	92	97	-3%	-1	147	-3%
CCCOc1ccccc1C1NC(=O)NC(C)=C1C(=O)OCCOCC (configuration not stated)	7	155	9	96	87	0%	-7	155	2%
COc1cc2c(cc1NC(=O)Nc1ccc(C)cc1)oc1ccccc12	-2	148	x	x	x	-10%	2	148	-16%
COCCOC(=O)/C=C1/NC(=O)CS1	-6	133	-6	87	93	-2%	5	133	6%

An excerpt; the hit share may differ from the screen's.
